Rev-erbA mod – modulates human Rev-erb alpha binding to DNA; activity, % at 10 µM; AID 1259318; actives 0.79% (n = 370,000); Rev-erbα–FITC-DNA binding, fluorescence polarization, 90 min;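 active = activity above about 14%, limit read from the data; passing the limit was not always enough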;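 also: 0% = DMSO wells with 35 nM protein and 100% = DMSO wells with 750 nM protein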
PG9 binder – small molecules binding HIV-1 gp120 antibody PG9; inhibition, % at 6.7 µM; AID 624416; TR-FRET gp120-PG9 antibody binding; actives 0.43% (n = 360,000); in the data active = inhibition above about 8.5%
hgDAF-12 ag – agonists of H. glycines DAF-12 nuclear receptor. HEK293 GAL4-hgDAF12 UAS-luciferase reporter, agonist luminescence; normalized to butyrate control. activation, % at 6.8 µM. actives 1.8% (n = 370,000). AID 687014;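 active = activation above a cutoff set at the mean of all screened compounds plus 3 SD, cut at about 10% in these data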;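 also: 0% = DMSO wells and 100% = sodium butyrate wells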
SMARCA2 act – SMARCA2 function activation, primary screen; activation, % at 9.1 µM; AID 652017; MG213 cells, MMTV-luciferase reporter, dexamethasone, overnight; actives 1% (n = 370,000); in the data active = activation above about 7.8%;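 also: 0% = vehicle wells and 100% = reference activator wells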
DAX1 inh-1 – inhibitors of DAX1 repression of SF-1 activated StAR promoter; HEK293T StAR-luciferase reporter, SF-1/DAX-1 repression relief; inhibition, % at 6.8 µM; actives 1.1% (n = 370,000); AID 652010;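 active = inhibition above the mean over all tested compounds plus 3 SD, cut at about 3.6% in these data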;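 also: 0% = DAX-1 cells with DMSO and 100% = cells lacking DAX-1 with DMSO; higher inhibition means more luminescence from relief of DAX-1 repression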
hcDAF-12 act – activators of H. contortus DAF-12 nuclear receptor. AID 652067. HEK293 hcDAF-12 lit1-tk-luc reporter, luminescence; 0% DMSO, 100% Δ7-dafachronic acid. actives 1.4% (n = 370,000). activation, % at 6.8 µM;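 active = activation above the mean of all tested compounds plus 3 SD, cut at about 5.5% in these data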;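 also: 100% = response to 3 µM Δ7-dafachronic acid high control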
ssDAF12 agonist – activates DAF-12 receptor from parasite S. stercoralis; AID 652126; HEK293 ssDAF-12/GRIP1 lit1-tk-luc reporter, luminescence; % of 3 µM dafachronic acid response; activation, % at 6.8 µM; actives 1% (n = 370,000);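 active = activation above the mean over all tested compounds plus 3 SD, cut at about 0.9% in these data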;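 also: 0% = DMSO-only wells and 100% = 3 µM delta7-dafachronic acid wells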
FXN GAA850 act – frataxin GAA850 promoter activation. actives 0.56% (n = 360,000). activation, % at 6 µM. HEK293 lucGAA850 FXN promoter luciferase reporter, 24 h; percent of 10 µM SAHA response. AID 540364;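 active = activation above the average of all compounds screened plus 3 SD, cutoff fixed separately per campaign, cut at about 7.5% in these data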;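 also: 0% = DMSO wells and 100% = 10 µM SAHA wells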
sPLA2-III inh – Inhibits HGIII-sPLA2 liposome hydrolysis, primary screen | Q9NZ20 | QFRET BODIPY PC-A2 liposome hydrolysis, fluorescence | inhibition, % at 12.2 µM | actives 0.56% (n = 370,000) | AID 743126;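 active = inhibition above mean plus 3 SD of compounds lying within the high and low control bounds, cut at about 19% in these data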;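 also: 0% = median of test compound wells and 100% = no enzyme DMSO wells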
Target sequence (Q9NZ20 whole entry, looked up): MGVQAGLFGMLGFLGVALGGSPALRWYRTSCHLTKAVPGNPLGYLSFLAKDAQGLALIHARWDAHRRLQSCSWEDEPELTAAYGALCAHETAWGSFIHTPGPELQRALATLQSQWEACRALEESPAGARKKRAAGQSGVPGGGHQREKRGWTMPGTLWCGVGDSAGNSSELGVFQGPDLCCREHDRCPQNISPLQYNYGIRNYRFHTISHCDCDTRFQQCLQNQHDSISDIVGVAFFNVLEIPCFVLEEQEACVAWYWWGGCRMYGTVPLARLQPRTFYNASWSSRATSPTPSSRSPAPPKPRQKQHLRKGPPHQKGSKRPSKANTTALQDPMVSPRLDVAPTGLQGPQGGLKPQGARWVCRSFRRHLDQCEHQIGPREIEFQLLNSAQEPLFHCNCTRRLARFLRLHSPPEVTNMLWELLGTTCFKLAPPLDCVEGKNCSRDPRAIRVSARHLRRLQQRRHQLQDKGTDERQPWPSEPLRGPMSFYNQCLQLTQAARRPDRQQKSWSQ
PLC-beta3 inh – inhibitors of human phospholipase C beta3. Q01970. Purified PLC-beta3, fluorogenic substrate, fluorescence. inhibition, % at 12.2 µM. actives 0.18% (n = 370,000); in the data active = inhibition above about 11%;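 also: 0% = median of compound wells on plate and 100% = full blocker control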
DAX1 inh-2 – inhibits human nuclear receptor DAX1 | P51843 | HEK293 Gal4-DAX1 luciferase reporter, luminescence | AID 504766 | inhibition, % at 6.75 µM | actives 0.99% (n = 340,000);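 active = inhibition above the mean over all tested compounds plus 3 SD, cut at about 4.2% in these data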;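 also: 0% = DAX1-transfected cells with DMSO and 100% = empty-vector control cells with DMSO; inhibition shows as a rise in luminescence from relieved DAX1 repression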
Target sequence (P51843 207-470 limits assumed): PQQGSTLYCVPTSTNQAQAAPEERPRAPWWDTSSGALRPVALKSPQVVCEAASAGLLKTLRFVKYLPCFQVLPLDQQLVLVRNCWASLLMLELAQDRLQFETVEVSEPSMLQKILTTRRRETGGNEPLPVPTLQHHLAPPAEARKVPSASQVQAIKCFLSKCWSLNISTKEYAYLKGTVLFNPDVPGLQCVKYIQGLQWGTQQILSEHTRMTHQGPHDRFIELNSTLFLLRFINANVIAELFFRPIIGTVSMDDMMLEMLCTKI
Active calls of the source: *; i = inactive; · = not tested or not shown.

mol	Rev-erbA mod	PG9 binder	hgDAF-12 ag	SMARCA2 act	DAX1 inh-1	hcDAF-12 act	ssDAF12 agonist	FXN GAA850 act	sPLA2-III inh	PLC-beta3 inh	DAX1 inh-2
O=C(c1cnn(C(=O)c2ccco2)c1)c1cc(Cl)cc(Cl)c1O	2	1.5	3.3	0	-0.5	-0.6	-1.1	-1.1	-26	-52	0.8
COc1ccccc1N1CCN(C(=O)c2ccc(NS(=O)(=O)c3ccc(C)cc3)cc2)CC1	6	-2.0	3.6	3	1.2	1.7	-1.0	-0.3	-18	2	-0.7
Cc1cc(C)nc(SCc2nnc(SCc3ccccc3Cl)o2)n1	5	0.1	-1.9	-1	-0.4	-3.0	-1.2	1.2	-22	0	-1.6
CC(=O)Nc1ccc(S(=O)(=O)N2CCN(S(=O)(=O)N3CCC(C)CC3)CC2)cc1	-3	-3.1	-0.8	-3	0.1	0.5	-1.2	-0.7	-2	-6	0.9
Oc1ccc2[nH]cc(-c3cccs3)c2c1-c1ccccc1	-7	·	-3.2	-3	-0.2	0.0	-0.6	·	-4	-20	·
COC(=O)c1c(O)cc(C(C)(C)C)n(-c2ccc(F)cc2)c1=O	-3	-1.4	0.1	-3	-0.3	3.1	0.2	0.8	4	-6	-0.8
O=C(c1ccccc1)c1sc(N2CCOCC2)nc1-c1ccccc1	-1	-2.1	-0.9	4	-0.1	-1.1	-1.6	2.6	-8	-12	1.2
Cc1cnc(NC(=O)c2cc3ccccc3o2)s1	0	-2.7	19*	1	7.3*	10*	1.9*	3.2	2	-2	6.4*
C[C@@H]1[C@@H](c2ccccc2)c2cc3ccccc3nc2-c2nc3ccccc3cc2[C@@H]1C(=O)N1CCCC1	3	·	-2.0	-1	-0.4	0.7	-0.4	·	0	-5	·
CCOc1ccc(-c2noc(CCC(=O)NC)n2)cc1OCC	-3	0.1	2.8	-2	-0.6	-1.1	-0.9	3.4	0	-1	2.3
COc1ccc(CCC(=O)NCCS(=O)(=O)N2CCN(c3ccc(OC)cc3)CC2)cc1	-7	-1.8	-4.1	-1	-0.7	-3.7	-1.2	-1.8	-3	-10	-1.2
NS(=O)(=O)c1ccc(Nc2ccc3cc(S(=O)(=O)N4CCCCC4)ccc3n2)cc1	2	1.9	-2.7	-6	-0.2	-1.8	-1.3	1.9	-36	i	-0.1
O=C(CSc1nnc(NC(=O)C2CC2)s1)Nc1ccccc1C(F)(F)F	1	0.9	-0.3	-3	0.1	0.8	-1.3	-0.6	0	-2	3.1
COCCNC(=O)C1CCCN(C(=O)c2nc(C)oc2C)CC1 (configuration not stated)	1	-1.4	1.6	-1	-0.1	1.8	0.1	-0.2	6	2	·
COc1ccc(Cl)cc1S(=O)(=O)NCc1nc2nc(C)cc(C)n2n1	6	-0.6	1.4	2	0.6	4.7	-0.8	-0.1	-1	-1	1.6
COc1ccc(CC(=O)NCc2ccc3c(c2)cc(C)n3C)cc1	6	0.4	-1.3	1	-0.6	-0.1	-1.2	-0.7	5	-1	3.4
COc1cc(OC)cc(C(=O)NN2CCOCC2)c1	-3	-2.0	0.6	-3	1.1	-1.2	0.2	3.0	7	-2	-0.5
O=C1OCCC/C1=C\c1ccc2c(c1)OCO2	-2	-1.3	2.0	-1	-0.3	-0.7	-0.7	1.0	2	-10	2.8
CN(C)/C=C/C(=O)c1ccc2noc(-c3ccccc3)c2c1	2	-7.8	1.1	-1	0.4	-0.4	-0.7	-3.0	-6	-24	-0.9
COc1ccc(-c2nc3ccccc3s2)cc1O	2	1.9	4.2	-4	1.9	12*	0.5	-4.1	-42	i	-5.0
CN(C)CCNCc1ccc(OC2CCCC2)cc1	1	0.5	6.4	-3	0.5	-1.2	-1.0	-0.1	7	1	-0.7
O=CN1CC(=O)N(c2ccccc2)c2c([nH]c3ccccc23)C1	-2	1.0	1.8	-3	-0.2	0.0	-0.8	2.2	2	-5	0.5
CCC(=O)Nc1ccc(-c2nnc(SCc3ccc(C(=O)Nc4nccs4)cc3)n2CC)cc1	2	-3.0	1.0	2	0.0	-1.4	-0.8	3.1	-6	0	-1.4
O=C(Nc1ccc(-c2nc3ccccc3o2)cc1)c1ccc2c(c1)OCO2	0	2.4	-2.5	-3	-0.1	-0.4	-1.5	2.0	4	-17	-0.4
COC(=O)c1sccc1NC(=O)COc1ccc(C)cc1	3	2.1	1.9	1	-0.4	-0.6	-1.7	3.9	-1	-3	-0.9
COc1ccccc1CNC(=O)CCc1ccccc1	-3	-0.8	-0.5	-4	0.2	-1.8	-1.0	1.7	1	0	0.0
CCOC(=O)C1=C(C)N(C2CCCCC2)C(=O)C1	3	0.6	-1.6	-4	0.7	-1.1	-1.4	1.4	-24	1	-0.1
Cc1ccc(C(=O)N2CC(C(=O)O)C2)cc1	3	-2.9	-1.1	0	0.2	-1.4	-1.5	-0.1	3	3	·
Cc1cc(O)cc2c1C1CCC3(C)C(O)CCC3C1C=C2 (configuration not stated)	1	-3.0	2.4	-2	-0.1	0.7	-1.4	3.8	-1	-29	2.5
Cc1cccc(C)c1NC(=O)CNC(=O)c1ccc(NS(=O)(=O)c2ccc3[nH]c(=O)[nH]c3c2)cc1	5	1.0	-0.2	0	0.3	0.2	-1.3	0.9	-5	-4	-1.0
CC1(C(=O)NS(=O)(=O)c2cccc(Cl)c2)CCN1C(=O)CCc1cccs1 (configuration not stated)	-3	0.9	1.3	-2	0.1	-0.4	-1.2	0.5	2	-4	·
Oc1ccc2ccccc2c1C=NC12CN3CCN(CN(C3)C1)C2	-3	-0.8	-2.9	0	-0.7	0.8	0.2	-0.9	-3	-13	0.3
CC(=O)C1=C(O)C(=O)OC1c1ccc(C)cc1 (configuration not stated)	2	-0.8	-2.7	-2	0.1	-1.0	-1.4	1.7	-1	3	2.6
Cc1ccc(O)c(N=Cc2cccs2)c1	2	-5.9	8.7	4	0.9	5.8*	0.5	0.5	-17	-11	-1.1
CCOc1ccc(CCNC(=O)CS(=O)Cc2nc(-c3ccc(OC)cc3)oc2C)cc1OCC (configuration not stated)	-4	-0.2	-0.8	-2	-0.2	-3.5	-1.2	0.8	-11	-3	-0.3
CN(C)C(=O)CSc1ccc(S(=O)(=O)N2CCOCC2)cn1	6	-1.6	0.5	-1	-0.8	-0.3	-0.3	1.1	8	-3	2.3
COc1ccc(CNCc2cccc3ccccc23)cc1	-2	2.0	-1.2	-2	-0.1	-1.3	-0.6	0.0	10	0	-1.7
Cc1cccc(CN2CCN([C@H]3CS(=O)(=O)N[C@@H]3COCc3ccccc3)CC2)c1	4	0.0	0.4	-5	-1.4	-2.0	-1.1	·	-5	-12	·
Cc1ccc(S(=O)(=O)N/N=C/c2c[nH]c3ccccc23)cc1	4	-2.8	0.8	-5	-0.7	1.4	0.9*	-1.8	-25	-3	-0.6
CCCCCCNC(=O)C1CSCCS(=O)(=O)N1Cc1ccc(F)cc1 (configuration not stated)	3	·	-1.2	-3	0.4	-2.1	-0.5	·	5	5	·
Cc1cn(CC2COC(C)(C)O2)c(=O)[nH]c1=O (configuration not stated)	-1	0.8	-0.8	-3	-0.7	-0.7	-0.8	1.1	-1	-1	-0.3
CC(C)(C)c1csc(CS(=O)(=O)c2ccccn2)n1	0	0.3	0.5	2	0.8	1.5	-1.2	3.7	19	-1	1.1
Cc1ccc(S(=O)(=O)N2CCC(C(=O)NCCN3CCCCCC3)CC2)cc1	-4	-1.6	0.0	3	0.3	-0.5	-1.4	0.2	-4	0	-0.9
CCNC(=O)COC(=O)CNC(=O)c1cc(Cl)cc([N+](=O)[O-])c1	0	-1.6	-1.4	-3	-0.4	-1.7	-1.1	-2.0	8	4	0.0
COc1ccc(-c2cc(C(=O)Nc3ccc(S(=O)(=O)Nc4onc(C)c4C)cc3)c3ccccc3n2)cc1	-1	-0.5	0.6	1	0.4	0.7	-0.3	1.3	-23	-418	-0.2
COCCNC(=S)N1CCC(NC(=O)C23CC4CC(CC(C4)C2)C3)CC1	2	0.5	0.7	-2	-0.7	0.3	-1.4	1.0	1	-5	1.0
COc1ccc(NC(=O)CSc2ccc3nnc(CCNC(=O)c4ccccc4)n3n2)cc1	2	-1.6	0.4	-3	-0.9	-1.2	-0.3	-0.1	5	-6	0.2
CC(/C=N/NC(=O)C(O)c1ccccc1)=C\c1ccccc1 (configuration not stated)	1	-0.5	3.0	2	0.3	0.5	0.1	7.8*	-8	-2	1.2
CCOC(=O)C1=CN(Cc2ccco2)S(=O)(=O)N(CC)C1c1cccc(OC)c1 (configuration not stated)	-2	0.0	2.8	-4	0.6	-2.6	-0.6	2.1	-16	-2	0.4
Cc1cc(=O)oc2cc(OCC(=O)NC3(C#N)CCCCC3)c(Cl)cc12	2	1.4	1.2	0	-1.1	-0.8	-1.4	-0.9	3	-60	-0.9

Remaining list, next part.
mol	Rev-erbA mod	PG9 binder	hgDAF-12 ag	SMARCA2 act	DAX1 inh-1	hcDAF-12 act	ssDAF12 agonist	FXN GAA850 act	sPLA2-III inh	PLC-beta3 inh	DAX1 inh-2
CN1CCN(c2nc(-c3cccc([N+](=O)[O-])c3)nc3ccccc23)CC1	3	1.6	-0.5	3	0.1	-1.5	-1.1	6.1	4	-4	-1.0
COc1cc(NC(=O)CSCc2cnn(-c3ccccc3)c2-n2cccc2)cc(OC)c1	4	0.1	-2.5	-6	-0.6	-2.4	-2.1	-2.6	-34	4	-0.7
O=C(O)CCCCCN1C(=O)/C(=C/c2ccncc2)SC1=S	3	-1.9	-3.6	1	1.6	-1.9	-1.9	-5.3	-3	0	1.4
CC(C)(C)C(=O)OC12CCCN(C1)/C(=C/c1ccc(C#N)cc1)C2 (configuration not stated)	10	·	-0.8	-2	0.2	0.8	-0.2	·	3	-2	·
N#Cc1cccnc1N1CCN(C(C(=O)NC2CCCC2)c2ccc(F)cc2)CC1 (configuration not stated)	-5	0.1	-0.9	-2	-0.5	-2.7	-0.8	·	-1	2	·
C[C@@H]1CN(Cc2nc(-c3cccs3)no2)C[C@H](C)O1	0	-1.8	1.7	-2	0.5	0.3	-0.3	5.0	-1	-1	9.4*
C[C@]12CC[C@H](O)CC1=CCC1C2CC[C@@]2(C)C1CC[C@@H]2NC(=O)[C@@H](N)Cc1ccccc1 (some centres not stated)	-4	-0.7	-2.8	-7	-1.6	-1.2	-1.6	-0.5	12	1	-0.6
Fc1ccc(Nc2nc(NCc3cccs3)nc3ccsc23)cc1	-1	-1.5	-2.5	-2	-3.2	-1.5	-2.3	4.1	-17	-47	·
CCOC(=O)[C@H]1[C@H]2COc3ccc(Br)cc3[C@@H]2N2C(=O)c3ccc(F)cc3NC(=O)[C@@]12C	-2	-1.6	-0.6	2	0.3	0.7	-1.1	-7.4	-7	-2	0.2

Bioassay records: PubChem BioAssay, several laboratories
